High-throughput results as filed in PubChem.
T cell HTS = modulates CD8 T cell binding to vesicles. 2C CD8+ T cell-vesicle binding, flow cytometry; stronger effect = lower value. calls only at 7 µM. actives 0.068% (n = 330,000). AID 2052;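 active = response, share of CD8 T cells binding vesicles, and their 90th percentile fluorescence all below set limits, cut at about 80% in these data, passing the limit was not always enough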
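Test system: purified 2C TCR transgenic mouse naive CD8+ T cells. Probe or stimulus: QL9-peptide-loaded Drosophila micro-vesicles bearing Ld, ICAM-1 and B7-1. Incubation: binding step 1.5 h, 37 °C, antibody labelling 20 min, ice. Measured by: flow cytometry of vesicle-bound cells.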
MgcRacGAP inhibition = MgcRacGAP GTPase-activating activity inhibitors, confirmation, biochemical, ADP Hunter fluorescence; inhibition, % at 30 µM; hits with a dose series show IC50 in µM; actives 0.6% (n = 340,000); AID 624330; MgcRacGAP-stimulated Rac1 GTP hydrolysis, ADP Hunter fluorescence; higher % means a stronger effect; GST-tagged Rac1 F28L mutant substrate;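 active = first-screen hits whose inhibition reached a set limit at any dose in the follow-up dose series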;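 note: fluorescence reports GDP produced by GAP-driven GTP hydrolysis; strong numbers were not always called active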
GPR35 antagonists = GPR35 antagonists blocking zaprinast-driven arrestin recruitment, primary screen, imaging, U2OS, beta-arrestin-GFP, zaprinast agonist (AID 2058) | U2OS GPR35 beta-arrestin-GFP translocation imaging, zaprinast antagonism; higher % means a stronger effect | inhibition, % at 10 µM; hits with a dose series show IC50 in µM | actives 0.052% (n = 290,000);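 active = inhibition of at least 50% with at least 30 cells and total cytoplasm GFP at most 10,000,000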
Lipid droplet = modulators of hepatic lipid droplet formation; AID 1656; inhibition, % at 6.5 µM; AML12 mouse hepatocytes, oleate lipid droplets, BODIPY imaging; actives 0.4% (n = 240,000);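 active = lipid droplet intensity inhibited by at least 50%, with more than 500 cells counted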
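Material – AML12 mouse liver cells · Also added – oleate loading, 100 µM · Compound dosing – 6.5 µM single-point dosing · Times – overnight treatment with compound plus oleate · Measured by – fluorescence imaging, 20x objective, two fields per well · Read-out – percent inhibition of filter-corrected integrated lipid droplet intensity per well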
NTR1 agonist = agonists of NTR1, primary screen, imaging, U2OS cells, beta-arrestin-GFP, high content (AID 493036); P30989; NTR1-U2OS beta-arrestin-GFP spot imaging, agonist mode; activation, % at 20 µM; actives 0.17% (n = 330,000);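 active = activation at or above 40% of the spot to cytoplasm intensity ratio, with at least 20 cells analyzed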;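 note: 0% = DMSO without peptide and 100% = 100 nM NTR1 peptide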
Target sequence (P30989 whole entry, looked up): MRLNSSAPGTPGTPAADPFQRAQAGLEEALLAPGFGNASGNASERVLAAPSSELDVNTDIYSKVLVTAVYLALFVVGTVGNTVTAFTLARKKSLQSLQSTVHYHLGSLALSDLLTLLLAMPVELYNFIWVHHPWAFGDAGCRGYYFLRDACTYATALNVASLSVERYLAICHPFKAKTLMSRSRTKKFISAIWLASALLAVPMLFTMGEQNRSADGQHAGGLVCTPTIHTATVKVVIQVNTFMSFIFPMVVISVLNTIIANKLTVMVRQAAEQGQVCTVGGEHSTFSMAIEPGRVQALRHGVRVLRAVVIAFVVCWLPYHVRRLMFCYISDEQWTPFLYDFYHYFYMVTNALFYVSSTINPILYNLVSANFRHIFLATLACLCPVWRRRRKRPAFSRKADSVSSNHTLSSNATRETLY
Large T inhibition = SV40 large T antigen inhibitors, biochemical (AID 1903) | one-dose inhibition, % at 20 µM; IC50 in µM for titrated hits | SV40 large T antigen ATPase/helicase inhibition assay; higher % means a stronger effect | actives 0.39% (n = 310,000); in the data active = a potency from the dose series; note: strong numbers were not always called active
LYP inhibition = PTPN22 lymphoid phosphatase activity blockers – biochemical, fluorescence intensity, uHTS (AID 1779); inhibition, % at 11.5 µM, or IC50 in µM where a hit was titrated; actives 0.054% (n = 290,000); recombinant LYP phosphatase, fluorescence intensity; higher % means a stronger effect; in the data active = inhibition above about 50%;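 note: plate controls were vehicle with enzyme for no effect and no enzyme for full effect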
GPR55 antagonists = inhibition of LPI-stimulated GPR55 beta-arrestin translocation – imaging, U2OS, beta-arrestin-GFP, LPI agonist, primary screen (AID 2013) | U2OS GPR55 beta-arrestin-GFP translocation imaging, LPI antagonism; higher % means a stronger effect | inhibition, % at 10 µM; hits with a dose series show IC50 in µM | actives 0.13% (n = 290,000);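 active = spots per cell inhibited over 60%, with over 100 cells counted and total cytoplasm intensity under 500,000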;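 note: U2OS cells stably carrying GPR55 and arrestin-GFP stimulated by 5 µM LPI near EC80; imaged beta-arrestin-GFP aggregate spots per cell after agonist stimulation; plate controls were LPI-stimulated DMSO wells for no effect and DMSO wells without LPI for full effect; some results filed as inactive read as strong as hits; confirmed hits need IC50 under 10 µM and bright autofluorescent wells are also inconclusive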
GPR55 activation = selective activators of receptor GPR55 – imaging, U2OS cells, beta-arrestin-GFP redistribution, primary screen (AID 1961) | U2OS GPR55 beta-arrestin-GFP redistribution imaging; higher % means a stronger effect | actives 0.048% (n = 290,000) | activation, % at 10 µM, or EC50 in µM where a hit was titrated;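 active = activation above 40% with more than 50 cells counted in the well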;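 note: U2OS osteosarcoma cells stably expressing GPR55 and beta-arrestin-GFP; plate controls were DMSO negative control for no effect and LPI positive control for full effect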
Lipid droplet cells 6.5 µM = recorded beside Lipid droplet, whose call it bears; cell count; measured here: cell count, cytotoxicity flag;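 cells counted across two imaged fields per well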
T cell HTS vesicle-bound % = recorded beside T cell HTS, whose call it bears; double positive events, %; measured here: CD8+ vesicle-bound cell fraction;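 binding gate set so that unloaded-vesicle control wells show 10% double positive cells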
NTR1 agonist cell count 20 µM = second read-out of NTR1 agonist, no call of its own (marks repeat the call); cell count; measured here: cell count, cytotoxicity flag
* = called active by the depositor; i = inactive; x = not tested or not shown.

SMILES	T cell HTS	T cell HTS vesicle-bound %	MgcRacGAP inhibition	GPR35 antagonists	Lipid droplet	Lipid droplet cells 6.5 µM	NTR1 agonist	NTR1 agonist cell count 20 µM	Large T inhibition	LYP inhibition	GPR55 antagonists	GPR55 activation
CC(C)(C)NC(=O)COc1ccc(CNCCc2ccccc2)cc1	i	30	-8%	18%	4	770	2.3	49	6%	-3%	7%	0.5%
CSc1nsc(SCC(=O)Nc2ccc(O)c(C(=O)O)c2)n1	i	48	9%	17%	-6	701	-1.9	61	11%	2%	4%	-0.4%
CC(=O)Nc1ccc(S(=O)(=O)Nc2ccccc2C(=O)NCc2cccnc2)cc1	i	17	7%	-1%	-7	825	1.4	49	10%	1%	6%	0.2%
CC1CCN(C(=O)COc2ncnc3ccccc23)CC1	i	46	0%	10%	20	706	1.5	52	9%	-5%	1%	0.2%
Cc1cc(NC(=O)CSc2nnc(C)c(=O)[nH]2)no1	i	48	-1%	8%	x	x	-0.2	51	17%	-1%	4%	0.3%
O=C1C(=O)N(Cc2ccccc2)C(=O)N1CCOc1ccccc1	x	x	x	6%	-5	707	-0.8	94	0%	-4%	-4%	-0.2%
CCN1CCCC1CNC(=O)c1ccc2c(c1)N(Cc1ccccc1F)C(=O)c1ccccc1S2(=O)=O (centres undefined)	i	11	10%	4%	-5	710	2.9	45	2%	-8%	-12%	0.2%
CCCCn1c(NS(=O)(=O)c2ccc(C)cc2)c(S(=O)(=O)c2ccccc2)c2nc3ccccc3nc21	i	43	-6%	11%	9	676	x	x	6%	2%	0%	-0.2%
COc1ccc(C(O)C(CN2CCOCC2)c2ccccc2)cc1 (centres undefined)	i	5	4%	18%	x	x	-2.4	76	2%	0%	-5%	-0.1%
CC(C)[C@H](NC(=O)C1CCN(S(=O)(=O)c2ccc(F)cc2)CC1)C(=O)NCc1ccco1	i	7	9%	-8%	-6	736	-0.4	78	9%	-6%	3%	0.3%
CCOc1cc(NC(=O)C2CC2)c(OCC)cc1NC(=O)c1cccc(F)c1	i	33	-1%	-1%	-2	828	-1.4	50	4%	-11%	-4%	0.0%
Cn1ccsc1=NC(=O)c1ccc(Cl)c([N+](=O)[O-])c1	i	38	11%	-14%	-5	847	-0.4	92	4%	-5%	7%	-0.1%
COc1ccc(CCNC(=O)Nc2ccc3c(c2)OCO3)cc1OC	i	16	3%	1%	-4	737	-1.8	46	5%	-4%	9%	0.2%
CCC(=O)c1ccc(N2CCN(C(=O)COc3ccccc3F)CC2)c(F)c1	i	56	6%	10%	-23	601	1.2	56	2%	-2%	-6%	-0.1%
CC(=O)C1C(c2cccc([N+](=O)[O-])c2)C2C(C)=NN=C2CC1(C)O (centres undefined)	i	49	7%	-6%	18	690	-0.1	64	6%	-6%	-5%	-0.2%
Cc1ccc(NC(=O)C(C)N2C(=O)C3C4CC(C(Br)C4Br)C3C2=O)cc1 (centres undefined)	i	29	0%	7%	x	x	2.4	106	3%	-1%	23%	0.3%
CCCSc1nc(N2CCOCC2)c2c(c1C#N)CCCC2	i	27	-1%	-2%	x	x	7.1	52	6%	-1%	32%	0.7%
O=C1Nc2ccccc2C(O)(C(=O)NCc2ccco2)N1c1ccccc1 (centres undefined)	i	16	4%	2%	-20	768	-1.8	74	9%	-2%	-4%	0.3%
CS(=O)(=O)N1CCN(c2ccccc2NC(=O)c2cc3ccccc3o2)CC1	i	17	8%	4%	-17	817	3.7	39	-33%	0%	-12%	0.0%
COCC1CCN(C(=O)CC2C(=O)NCCN2Cc2cccc(Oc3ccccc3)c2)CC1 (centres undefined)	i	7	8%	-4%	-1	793	1.2	56	6%	-5%	14%	0.0%
O=C(NNC(=O)c1ccccc1Br)c1ccc(Cl)c(Cl)c1	i	11	5%	-2%	x	x	-1.2	102	5%	1%	14%	0.0%
Cc1csc(NC(=O)CSc2nc(C)cs2)n1	i	26	4%	-2%	-34	733	-0.6	37	17%	-5%	-1%	-0.2%
Cc1ccc(C(=O)NC2CCCc3ccccc32)cc1[N+](=O)[O-] (centres undefined)	i	32	5%	-6%	4	863	-0.9	56	12%	-4%	-14%	-0.2%
COc1cccc(C2SCC(=O)N2c2ccc(Br)cc2)c1OC (centres undefined)	i	41	7%	1%	7	668	1.0	43	0%	5%	8%	-0.4%
COCCN1CN(S(=O)(=O)c2ccccc2)c2nc3ccccc3nc21	i	40	15%	10%	-3	670	0.1	29	17%	-3%	-4%	-0.1%

Some of the entries above in a different format.
SMILES | T cell HTS | T cell HTS vesicle-bound % | MgcRacGAP inhibition | GPR35 antagonists | Lipid droplet | Lipid droplet cells 6.5 µM | NTR1 agonist | NTR1 agonist cell count 20 µM | Large T inhibition | LYP inhibition | GPR55 antagonists | GPR55 activation
CC(C)(C)NC(=O)COc1ccc(CNCCc2ccccc2)cc1 | i | 30 | -8% | 18% | 4 | 770 | 2.3 | 49 | 6% | -3% | 7% | 0.5%
CSc1nsc(SCC(=O)Nc2ccc(O)c(C(=O)O)c2)n1 | i | 48 | 9% | 17% | -6 | 701 | -1.9 | 61 | 11% | 2% | 4% | -0.4%
CC(=O)Nc1ccc(S(=O)(=O)Nc2ccccc2C(=O)NCc2cccnc2)cc1 | i | 17 | 7% | -1% | -7 | 825 | 1.4 | 49 | 10% | 1% | 6% | 0.2%
CC1CCN(C(=O)COc2ncnc3ccccc23)CC1 | i | 46 | 0% | 10% | 20 | 706 | 1.5 | 52 | 9% | -5% | 1% | 0.2%
Cc1cc(NC(=O)CSc2nnc(C)c(=O)[nH]2)no1 | i | 48 | -1% | 8% | x | x | -0.2 | 51 | 17% | -1% | 4% | 0.3%
O=C1C(=O)N(Cc2ccccc2)C(=O)N1CCOc1ccccc1 | x | x | x | 6% | -5 | 707 | -0.8 | 94 | 0% | -4% | -4% | -0.2%
CCN1CCCC1CNC(=O)c1ccc2c(c1)N(Cc1ccccc1F)C(=O)c1ccccc1S2(=O)=O (centres undefined) | i | 11 | 10% | 4% | -5 | 710 | 2.9 | 45 | 2% | -8% | -12% | 0.2%

Additional records:
SMILES	T cell HTS	T cell HTS vesicle-bound %	MgcRacGAP inhibition	GPR35 antagonists	Lipid droplet	Lipid droplet cells 6.5 µM	NTR1 agonist	NTR1 agonist cell count 20 µM	Large T inhibition	LYP inhibition	GPR55 antagonists	GPR55 activation
Cc1cccc(N(C)S(=O)(=O)c2cccc3nsnc23)c1	i	52	3%	-5%	-10	776	-1.2	116	2%	-2%	14%	0.0%
CCC(=O)Nc1ccc2c(c1)nc(CCNC(=O)c1ccco1)n2C	i	11	10%	-2%	6	815	-1.6	45	2%	-12%	-3%	-0.2%
CC(=O)c1c(C)[nH]c(C(=O)OCc2ccc(Br)cc2)c1C	i	41	-9%	2%	-2	696	4.0	38	3%	3%	2%	0.5%
CCCCCN(C(=O)NC(=O)NC(C)CC)S(C)(=O)=O (centres undefined)	i	16	-1%	-3%	x	x	0.4	55	2%	-6%	2%	-0.2%
Cc1cc2c(c(=O)n1CCCn1ccnc1)C(c1ccco1)C(C#N)=C(N)O2 (centres undefined)	i	37	-10%	15%	x	x	1.5	87	4%	-5%	6%	-0.4%
Cc1nn(CCc2n[nH]c(=S)n2-c2cccc(Cl)c2)c(C)c1[N+](=O)[O-]	i	14	0%	-4%	1	753	0.7	83	22%	-12%	10%	0.0%
Cc1ccc2c(c1)C1CN(C)CCC1N2C(=O)c1ccc(Cl)c(S(=O)(=O)N2CCOCC2)c1 (centres undefined)	i	46	6%	2%	0	657	2.5	40	5%	-3%	1%	0.5%
Oc1ccc(Br)cc1/C=N/Nc1nc(N2CCCCC2)nc(N2CCOCC2)n1	i	55	x	10%	-2	641	16	85	-1%	2%	4%	0.1%
CCc1nn(CC(=O)NCc2ccccc2Cl)c(=O)c2cccn12	i	7	12%	19%	7	722	-0.9	66	5%	-10%	-24%	-0.2%
O=C(Nc1ccccc1)/C(=C/c1ccc([N+](=O)[O-])cc1)NC(=O)c1ccccc1	i	55	-2%	5%	-6	528	0.3	85	20%	1%	-6%	-0.6%
O=C(CN1C(=O)C2(OCCO2)c2ccccc21)c1ccc(Cl)cc1	i	51	-8%	2%	-12	478	1.9	80	5%	-8%	-2%	-0.5%
Cc1nn(Cc2ccc(Cl)cc2)c(C)c1NC(=O)CSc1n[nH]c(C)c1[N+](=O)[O-]	i	42	4%	12%	-10	627	1.0	77	10%	-3%	-4%	1.6%
CCCCn1c(N)c(N(CCOC)C(=O)c2cc(Cl)nc3ccccc23)c(=O)[nH]c1=O	i	32	-3%	x	x	x	0.4	71	13%	x	x	x
O=C(O)c1ccc(N/N=C/c2cc3c(cc2[N+](=O)[O-])OCO3)cc1	i	31	6%	10%	6	692	-0.9	50	13%	1%	0%	0.2%
Cc1ccc(-c2nc3cc(C)ccc3o2)cc1	i	32	13%	6%	16	747	1.5	41	9%	-9%	0%	0.2%
O=C(NCc1ccccc1F)c1ccc2c(c1)OCCO2	i	61	4%	1%	-8	789	1.9	66	4%	-13%	-27%	-0.2%
CC(NC(=O)C1CCN(S(=O)(=O)c2ccc3nc4c(c(C(=O)O)c3c2)CCCC4)CC1)c1ccccc1 (centres undefined)	i	15	13%	15%	-2	742	0.6	50	9%	-8%	14%	0.3%
O=C(COc1ccc(S(=O)(=O)N2CCCCC2)cc1)NCc1ccncc1	i	52	6%	-5%	-1	785	2.4	47	2%	-2%	14%	-0.1%
C#CCOCCOCCOCCNc1nc(N2CCN(C(=O)Cn3cc(CC(C)O)nn3)CC2)nc(N2CCN(C(=O)Cn3cc(CC(C)O)nn3)CC2)n1 (centres undefined)	i	33	3%	-8%	-3	715	-1.7	60	7%	-1%	2%	0.1%
CC(=O)NCCOC(=O)Nc1ccncc1	i	13	6%	14%	-17	787	-0.7	63	-1%	-5%	7%	-0.1%
